# MITF inh = MITF inhibitors, primary screen, biochemical, AlphaScreen, human; Microphthalmia-associated transcription factor (Homo sapiens), O75030; AlphaScreen MITF homodimerization, bead proximity signal; inhibition, % at 2.6 µM; 0.91% of 650,000 active; in the data active = inhibition above about 50%;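 also: 0% = vehicle wells with protein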
# TEAD-YAP inh = TEAD-YAP interaction inhibition, primary screen, TEAD-YAP interaction inhibitor project, luminescence, HEK-TIYL cells. TEAD-Gal4/YAP UAS-luciferase luminescence. inhibition, % at 9.12 µM. 1.4% of 640,000 active. AID 1259422, 2018; in the data active = inhibition above about 32%;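 also: 0% = median of test compound wells and 100% = reference inhibitor wells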
# FBW7 activator = FBW7 E3 ligase activators, primary screen, biochemical, AlphaScreen, human; F-box/WD repeat-containing protein 7 (Homo sapiens), Q969H0; AlphaScreen FBW7–phospho-cyclin E peptide binding, activator screen; normalized activity (activation), % at 26.1 µM; 0.13% of 650,000 active; AID 1259310, 2017; in the data active = normalized activity above about 1.9%;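 also: purified mutant Fbw7 with reduced substrate affinity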
# Target sequence (Q969H0 whole entry, looked up): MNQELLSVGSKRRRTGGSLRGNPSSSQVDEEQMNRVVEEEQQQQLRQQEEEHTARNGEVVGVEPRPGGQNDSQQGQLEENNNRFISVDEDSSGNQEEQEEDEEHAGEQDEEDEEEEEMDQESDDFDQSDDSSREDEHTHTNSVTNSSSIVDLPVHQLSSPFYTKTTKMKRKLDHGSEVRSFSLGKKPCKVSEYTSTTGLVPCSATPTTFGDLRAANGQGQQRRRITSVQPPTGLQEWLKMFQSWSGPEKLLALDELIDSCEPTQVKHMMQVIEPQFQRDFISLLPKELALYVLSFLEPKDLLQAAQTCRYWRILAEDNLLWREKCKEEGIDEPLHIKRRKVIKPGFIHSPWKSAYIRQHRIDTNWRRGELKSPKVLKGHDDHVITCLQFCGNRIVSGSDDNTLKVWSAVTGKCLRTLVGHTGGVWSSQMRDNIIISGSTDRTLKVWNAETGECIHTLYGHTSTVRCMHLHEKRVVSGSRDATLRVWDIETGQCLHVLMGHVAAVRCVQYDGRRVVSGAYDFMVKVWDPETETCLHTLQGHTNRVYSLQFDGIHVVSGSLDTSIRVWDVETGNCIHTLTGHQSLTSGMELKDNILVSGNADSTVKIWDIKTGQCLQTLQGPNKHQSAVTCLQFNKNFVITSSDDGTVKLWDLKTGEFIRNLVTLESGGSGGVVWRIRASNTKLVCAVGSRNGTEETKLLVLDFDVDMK
# GPR151 ag = activators of human GPR151, primary screen, cell-based, PathHunter beta-arrestin, luminescence; G-protein coupled receptor 151 (Homo sapiens), Q8TDV0; PathHunter beta-arrestin GPR151 cells; activation, % at 11.2 µM; 1% of 650,000 active; AID 1508602, 2020; in the data active = activation above about 4.9%;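 also: 0% = median of compound wells and 100% = cells with positive control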
# The depositor's hits bear a star; & = joins results of further samples.
smiles	MITF inh	TEAD-YAP inh	FBW7 activator	GPR151 ag
CCOc1cc(/C=N/NC(=O)c2cccnc2)cc(Br)c1O	5	3	0.1	-0.7
C/C(CC(=O)Nc1cccc(C(F)(F)F)c1)=N\NC(=O)c1cnccn1	15	-30	-0.1	-0.4
COc1ccc(C(=O)NCc2nnc(SCC(=O)N3N=C(c4cccs4)CC3c3ccc(C)cc3)n2-c2ccc(F)cc2)cc1 (stereo not given)	-14	6	-0.2	0.7
CCC(Sc1ccc(C)cc1)C(=O)Nc1nnc(C(C)C)s1 (stereo not given)	7	4	0.0	0.0
Cc1cc(NC(=O)CSc2cn(Cc3ccccc3C)c3ccccc23)no1	-13	-3	-0.1	0.2
CCOC(=O)c1ccc(S(=O)(=O)NNc2c(F)c(F)cc(F)c2F)cc1	3	12	0.2	0.0
O=C(CN1CCN(CC(=O)Nc2ccccc2C(F)(F)F)CC1)Nc1ccccc1C(F)(F)F	-15	4	-0.1	-1.1
CCC(Sc1nc2cc(OC)c(OC)cc2c(=O)n1CCc1ccc(S(N)(=O)=O)cc1)C(=O)NCCOC (stereo not given)	15	10	0.3	-0.9
O=C1N[C@@H](Cc2ccc(Cl)cc2)C(=O)N2CCN(C(=O)c3cccc(F)c3F)C[C@H]12	25	-4	1.0	0.1
CCCC(C)NC(=O)/C=C/c1cccc([N+](=O)[O-])c1 (stereo not given)	8	-4	0.1	1.1
CCOC(=O)c1c2c(n(-c3ccccc3)c1C)C=C(Br)C(=O)C2=O	-1	-6	0.4	0.7
OCCCNC(=S)Nc1ccc(Br)cc1	12	-9	0.1	-0.5
O=C(/C=C/c1ccccc1)OC1C(C2COC3(CCCCC3)O2)OC2OC3(CCCCC3)OC21 (stereo not given)	12	-9	0.2	-1.1
Clc1ccc(OCCCCn2ccnc2)cc1Cl	55*	-1	-0.2	-1.5
O=C(NCc1ccc(F)cc1)c1ccc(CNS(=O)(=O)c2ccc(F)cc2)cc1	3	4	0.2	0.4
O=C(Nc1cccc(N2CCC(NCCN3CCCc4ccccc43)CC2)c1)C1CC1	20	6	-0.3	0.5
Cc1cncc2cccc(NC3CCN(C(=O)[C@H](C)O)CC3)c12	11	5	-0.7	-0.3
O=C1NN(c2ccccc2)C(=O)/C1=C\c1cnn(-c2ccccc2)c1	2	-2	0.0	-0.9
Cc1cc2nc(-c3cc(NC(=O)c4cc5ccccc5o4)ccc3Cl)oc2cc1C	10	0	-0.2	-0.6
CCc1cccc(NC(=O)NC(=O)Cn2nnc(C(=O)OC)c2C(=O)OC)c1	-9	5	0.0	1.4
CCc1ccc(OCC(=O)Nc2nc3ccc(NC(C)=O)cc3s2)cc1	-4	-16	0.1	1.7
CCOC(=O)/C(=C/Nc1ccccc1)C(=O)Nc1ccccc1	23	3	0.3	-1.0
Cc1noc(NS(=O)(=O)c2ccc(N/C=C\C(=O)c3cccc4ccccc34)cc2)c1C	-15	-22	-0.1	1.0
COc1ccc(NC(=O)CCCOc2cccc(C)c2)c(OC)c1	-2	-10	0.0	0.5
O=C(Nc1ccc(-c2nc3ccccc3[nH]2)cc1)c1cc2ccccc2o1	0	-17	-0.1	-1.4
O=C(NCCCNC1CCCCC1)c1ccncc1	18	-12	0.4	1.4
CN(/N=C/c1ccc(O)c(C(=O)O)c1)C1=NS(=O)(=O)c2ccccc21	12	0	0.0	-0.5
Cc1ccc(C(=O)Nc2ccc(S(=O)(=O)Nc3nccs3)cc2)cc1C	3	-10	0.1	-0.6
Cc1[nH]c(=O)[nH]c(=O)c1NC(=O)CSc1ccc(-c2ccc(F)cc2)nn1	5	-6	-0.2	-1.2
CSc1cccc(NC(=O)CSc2nnc(-c3cccc(C)c3)o2)c1	1	-21	-0.1	2.0
COc1ccccc1NC(=O)C1(c2cccs2)CCCC1	3	-2	0.3	0.5
Cc1ccc2nsnc2c1NC(=S)NC(=O)c1cncc(Br)c1	0	-1	-0.4	-0.5
Cc1nc(-c2ccccc2)sc1CCNS(=O)(=O)c1cccs1	7	-22	0.5	1.3
N#C/C(=C\c1ccc(-c2cccc(Cl)c2)o1)C(=O)NCc1ccco1	10	4	0.4	0.3
CCOC(=O)Cc1nnc(C2CC(=O)N(c3ccccc3)C2)o1 (stereo not given)	-8	0	-0.2	0.1
CCN=C(NCC)SC1CC(=O)N(c2cccc(OCC)c2)C1=O (stereo not given)	-3	-4	-0.1	0.5
CCN1CCOC(CC(=O)Nc2cccc(OC)c2)C1=O (stereo not given)	13	1	0.3	-2.5
CCOc1ccc(C(=O)Nc2ccc(C(C)=O)cc2)cc1	-3	-45	-0.2	-0.8
CCCCOC(=O)c1ccc(Nc2nc3ccccc3n3cnnc23)cc1	-4	-7	-0.1	-1.5
CC(C)[C@H]1CN(Cc2ccccc2F)CCN1C(=O)c1ccc(Cn2cccn2)o1	-12	-8	0.2	0.7
CC1CN(c2cc3c(cc2[N+](=O)[O-])OCCO3)CC(C)O1 (stereo not given)	2	-6	0.0	3.2
CCOc1ccccc1-n1c(=S)sc2c(=O)n(-c3ccc(F)cc3)c(SCc3cccc(F)c3)nc21	0	-5	-0.2	-0.2
COc1ccccc1NC(=O)N1CCCC1C(=O)Nc1ccc(NC(C)=O)cc1 (stereo not given)	-3	9	-0.1	-0.9
COc1ccc(-n2cc(-c3ccccc3)c3c(N4CCN(c5ccc([N+](=O)[O-])cc5)CC4)ncnc32)cc1	3	2	-0.1	-0.4
O=C(NNc1ccccc1Cl)C(O)(c1cccc(C(F)(F)F)c1)c1cccc(C(F)(F)F)c1	8	2	0.0	-0.3
CC(C)Oc1ccc(C(=O)NCC2CCC3(CCN(Cc4ccccc4F)CC3)O2)cc1 (stereo not given)	8	2	-0.1	1.9
CCOC(=O)c1c(C)c(C(=O)NCCCOC)c(C)n1C	4	1	-0.1	0.7
CCCN1C(=O)C2C(C(=O)Nc3cccc(Cl)c3)C3C=CC2(O3)C1C(=O)NC1CCCC(C)C1C (stereo not given)	7	-2	0.1	-0.6
O=C(CCl)c1cc2c3c(c1)CC(=O)N3CCC2	2	12	-0.1	1.3
C=CCn1c(SCC(=O)Nc2ccc(OC)cc2OC)nnc1-c1ccco1	-9	-6	0.0	0.5

# (cont.)
smiles	MITF inh	TEAD-YAP inh	FBW7 activator	GPR151 ag
O=C(O)c1ccc(N2COc3ccc4ccccc4c3C2)cc1	-1	-1	0.1	0.2
Cc1cc(CNC(=S)Nc2ccc3c(c2)OCO3)nn1C	-25	10	-0.3	0.3
CCOC(=O)Cn1c(=S)[nH]c2c(oc3ccc(Cl)cc32)c1=O	4	9	-0.1	0.3
COc1cc(C2CC(C(F)(F)F)n3ncc(C(=O)Nc4cc(Oc5ccc(F)cc5)cc([N+](=O)[O-])c4)c3N2)cc(OC)c1OC (stereo not given)	-53	-3	0.3	-0.5
COc1ccc(C2C3=C(CC(C)(C)CC3=O)Nc3ccc4ccccc4c32)cc1OC (stereo not given)	3	-2	-0.1	0.6
Cc1c(CC(C)(C)C(=O)O)n(Cc2ccc(Cl)cc2)c2ccc(F)cc12	18&5	-3	-0.3&1.0	-2.3&2.4
CS(=O)(=O)N1CCCc2ccc(NC(=O)NCc3ccc(Cl)cc3)cc21	-6	17	0.1	0.3
CCSc1ccccc1C(=O)Nc1nnc(C(F)(F)F)s1	6	8	-0.2	0.1
CC(C)N(CCNc1nc(Cl)nc2c1ncn2Cc1ccc(C(F)(F)F)cc1)C(C)C	-2	-5	0.0	2.4
CCOc1ccc(S(=O)(=O)N(Cc2cccs2)Cc2cccn2C)cc1F	3	1	0.0	-0.5
COc1ccc(S(=O)(=O)NCC(c2ccc3c(c2)CCN3C)N2CCCCC2)cc1OC (stereo not given)	-10	-3	-0.1	0.7
CC(C)n1cnc2c(NCCN3CCOCC3)nc(Nc3nccc4ccccc34)nc21	-2	-5	-0.2	1.5
O=C(CC1(O)C(=O)Nc2ccc(Cl)cc21)c1ccc(Cl)s1 (stereo not given)	8	17	-0.1	2.2
CSc1cccc(NS(=O)(=O)c2ccc(C)cc2C)c1	1	5	0.5	2.9
COc1ccc(C2c3[nH]c4ccccc4c3CCN2C(=O)c2ccc(Cl)c(Cl)c2)cc1 (stereo not given)	-11	-4	-0.1	-0.7
COc1cccc(/C=C/c2nc3ccccc3c(=O)n2-c2cc(C)cc(C)c2)c1OC	-15	-2	0.0	0.5
N#Cc1c(NC(=O)CN2CCN(c3ccccc3O)CC2)sc2c1CCCCC2	-1	0	-0.1	0.4
CCOC(=O)CSc1nnc(-c2cn(C)nc2OC)n1CC	11	-8	0.7	0.6
CC(C)(C)C(=O)Nc1ccc(NC(=O)c2ccco2)nc1	-32	-3	0.1	-0.3
O=C1NCCN(Cc2cccnc2)C1CC(=O)N1CCOc2ccccc2C1 (stereo not given)	-15	2	-0.1	1.9
CN(C(=O)C1CC(=O)c2sc(NC(=O)COc3ccccc3)nc2C1)C1CCOC1 (stereo not given)	-12	-12	0.1	-1.0
COc1cc(/C=N/NC(=O)C(C)Nc2ccccc2C)cc(Br)c1O (stereo not given)	5	0	0.2	0.5
O=c1[nH]c(=O)n(-c2ccccc2)c(O)c1C=Nc1cccc([N+](=O)[O-])c1	5	-5	-0.1	2.1
C=CCn1c(C)cc(C(=O)COC(=O)CCc2c[nH]c3ccccc23)c1C	-3	-5	-0.2	-1.0
COc1cccc(CN2CCC(N3CCCC(C)C3)CCC2=O)c1 (stereo not given)	-8	-2	0.0	-0.7
Clc1ccc(Nc2ccc3ccccc3n2)cc1	5	-3	0.1	-2.0
Cn1c(=O)oc2cc(S(=O)(=O)NCCC(=O)Nc3cccc(F)c3)ccc21	-2	-8	0.1	-1.1
O=C(N/N=C/c1cccnc1)c1cc(Cl)ccc1O	11	-19	0.0	-5.2
Cc1ncc(CO)c(/C=N/NC(=O)c2cc3ccccc3cc2O)c1O	-6	5	-1.6	-0.8
Cc1ccccc1Nc1nc(N)nc(COC(=O)c2ccc(O)cc2)n1	12	-11	0.1	2.7
Cc1cccc(NC(=S)N(Cc2ccc(Cl)cc2)Cc2ccc(C(=O)O)cc2)c1	5	13	-0.3	-0.1
CN(C)c1ccc2c(c1)OC(N)=C(C#N)C2c1cccc2ccccc12 (stereo not given)	-7	19	0.1	1.4
Cc1ccc(N2CC(C(=O)OCC(=O)C(C)(C)C)CC2=O)cc1C (stereo not given)	2	2	0.8	1.0
CC(=O)c1ccc(OCCOc2ccc([N+](=O)[O-])cc2)cc1	-1	-2	0.8	0.3
Fc1cccc(-c2nc3cnccn3c2NCc2ccco2)c1	7	-1	-0.1	0.6
COc1ccccc1C1NC(=O)NC(C)=C1C(=O)OCCOC(C)C (stereo not given)	2	-5	0.0	0.3
CC(C)C[C@@H]1NC(=O)[C@@H]2C[C@H](NC(=O)Nc3ccccc3)CN2C1=O	19	4	0.8	-1.1
Cc1cccc(-c2nc3ccccc3c(=O)n2NCc2ccc(Cl)cc2Cl)c1	-15	2	-0.1	0.5
NC(=O)Cn1c2[n+](c3ccccc31)CC(O)CS2 (stereo not given)	4	-1	-0.2	-0.1
CN1CCC(N2CCC(Oc3cccc(C(=O)N(C)C4CCCCC4)c3)CC2)CC1	-1	9	-0.1	3.2

# Fetched one by one from the list above, 5 records:
smiles	MITF inh	TEAD-YAP inh	FBW7 activator	GPR151 ag
CC(C)C[C@@H]1NC(=O)[C@@H]2C[C@H](NC(=O)Nc3ccccc3)CN2C1=O	19	4	0.8	-1.1
Cc1ccccc1Nc1nc(N)nc(COC(=O)c2ccc(O)cc2)n1	12	-11	0.1	2.7
O=C(N/N=C/c1cccnc1)c1cc(Cl)ccc1O	11	-19	0.0	-5.2
CC(=O)c1ccc(OCCOc2ccc([N+](=O)[O-])cc2)cc1	-1	-2	0.8	0.3
CN(C)c1ccc2c(c1)OC(N)=C(C#N)C2c1cccc2ccccc12 (stereo not given)	-7	19	0.1	1.4

# Structures listed so far that contain a thiophene ring, fused or not (six):
smiles	MITF inh	TEAD-YAP inh	FBW7 activator	GPR151 ag
COc1ccc(C(=O)NCc2nnc(SCC(=O)N3N=C(c4cccs4)CC3c3ccc(C)cc3)n2-c2ccc(F)cc2)cc1 (stereo not given)	-14	6	-0.2	0.7
COc1ccccc1NC(=O)C1(c2cccs2)CCCC1	3	-2	0.3	0.5
Cc1nc(-c2ccccc2)sc1CCNS(=O)(=O)c1cccs1	7	-22	0.5	1.3
CCOc1ccc(S(=O)(=O)N(Cc2cccs2)Cc2cccn2C)cc1F	3	1	0.0	-0.5
O=C(CC1(O)C(=O)Nc2ccc(Cl)cc21)c1ccc(Cl)s1 (stereo not given)	8	17	-0.1	2.2
N#Cc1c(NC(=O)CN2CCN(c3ccccc3O)CC2)sc2c1CCCCC2	-1	0	-0.1	0.4

# One compound at a time, from the list above.
# Clc1ccc(Nc2ccc3ccccc3n2)cc1 is listed as MITF inh: 5; TEAD-YAP inh: -3; FBW7 activator: 0.1; GPR151 ag: -2.0
# CC(C)C[C@@H]1NC(=O)[C@@H]2C[C@H](NC(=O)Nc3ccccc3)CN2C1=O is listed as MITF inh: 19; TEAD-YAP inh: 4; FBW7 activator: 0.8; GPR151 ag: -1.1

# Hits appear at their usual frequency (roughly 3.4% active in at least one column).
